Bioassay records deposited in PubChem BioAssay by Sanford-Burnham Center for Chemical Genomics.
APJ ag: APJ receptor agonism; P35414; CHO-K1 APJ PathHunter beta-arrestin, luminescence; 0% DMSO wells, 100% apelin; activation, % at 20 µM; 330,000 compounds, 0.11% hits; AID 2520;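 active = activation more than six SD over the plate average, tested at 20 µM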;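 also: 0% = DMSO alone and 100% = apelin-13 at 10 nM; some results filed as inactive read as strong as hits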
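assay system = CHO-K1 APJ beta-arrestin complementation cell line | input = cell density 1000 per well | dosing = compound 20 µM once, DMSO 1% | timing = compound 90 min 25 °C, reagent 1 h | measured by = luminescence from split beta-galactosidase complementation, Galacton Star/Emerald II substrate | read-out basis = APJ agonist activity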
CXCR6 inh: blocks human CXCR6 beta-arrestin recruitment | O00574 | CHO-K1 PathHunter CXCR6 beta-arrestin, luminescence | inhibition, % at 20 µM | 360,000 compounds, 0.36% hits | AID 602244; in the data active = inhibition above about 34%, passing the limit was not always enough;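 also: antagonist mode with CXCL16 agonist at 10 nM final; 0% = 10 nM CXCL16 with DMSO and 100% = unstimulated wells without agonist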
APJ antagonist: APJ receptor antagonism; inhibition, % at 20 µM; 330,000 compounds, 0.32% hits; CHO-K1 APJ beta-arrestin complementation, luminescence; P35414;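 active = inhibition above about 40% at 20 µM, limit read from the data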;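 also: cells challenged with 10 nM apelin-13 agonist together with compound; plate controls were apelin-13 plus DMSO wells for no effect and DMSO wells lacking apelin-13 for full effect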
UPR CHOP act: activators of apoptotic arm of unfolded protein response (CHOP); activation, % at 10 µM; CHO-CHOP luciferase reporter, UPR activation, luminescence; percent of tunicamycin response over DMSO baseline; 330,000 compounds, 0.34% hits;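 active = at 10 µM dose, activation of 40% or more, normalized to positive control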;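 also: 100% = tunicamycin at 10 µg/mL and 0% = DMSO alone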
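Assay system: CHO cells with stable CHOP pathway luciferase reporter; Buffer or medium: F12 plus 10% serum; Times: 16-18 h cell attachment, then 6 h compound exposure, 37 °C; Signal: luciferase luminescence; Read-out basis: percent activation relative to tunicamycin control; Control set: tunicamycin high control, DMSO low control.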
tim10-1 inh: growth inhibitors of tim10-1 mutant yeast | S. cerevisiae tim10-1 ts strain growth, BacTiter-Glo, 24 h | inhibition, % at 20 µM | 330,000 compounds, 2.2% hits | AID 463190;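 active = inhibition of at least 40%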;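 also: mutant grown at 25 °C; 0% = DMSO wells with yeast and 100% = wells holding no yeast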
XBP1 UPR activ: activators of adaptive arm of unfolded protein response (XBP1); CHO-XBP1 luciferase reporter, IRE1-XBP1 UPR activation, luminescence; percent of tunicamycin response, DMSO as zero; activation, % at 20 µM; 330,000 compounds, 0.33% hits; AID 463104;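 active = versus positive control, 20 µM dose yields 30% or more activation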;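 also: 100% = tunicamycin at 10 µg/mL and 0% = DMSO only wells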
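Assay system: CHO-XBP1 luciferase reporter cells; Schedule: 6 h treatment, 37 °C; Detection: glow luminescence from Steady-Glo reagent; Benchmarks: high control tunicamycin 10 µg/mL final, low control DMSO vehicle only.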
tim23-1 inh: growth inhibitors of tim23-1 mutant yeast; S. cerevisiae tim23-1 growth, BacTiter-Glo luminescence, 24 h; inhibition, % at 20 µM; 330,000 compounds, 1.3% hits; AID 463212;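 active = growth inhibition of the mutant yeast at or above 50%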;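 also: temperature-sensitive mutant grown at 25 °C; plate controls were DMSO-treated mutant yeast for no effect and medium wells lacking yeast for full effect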
Mdm2-MdmX inh: disrupts the human Mdm2-MdmX interaction | O15151+Q00987 | SaOS-2 split-luciferase Mdm2/MdmX complementation, luminescence | inhibition, % at 8 µM | 330,000 compounds, 3% hits | AID 485346;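 active = inhibition of at least 50% at 8 µM in the primary screen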
Target sequence (O15151 whole entry, looked up): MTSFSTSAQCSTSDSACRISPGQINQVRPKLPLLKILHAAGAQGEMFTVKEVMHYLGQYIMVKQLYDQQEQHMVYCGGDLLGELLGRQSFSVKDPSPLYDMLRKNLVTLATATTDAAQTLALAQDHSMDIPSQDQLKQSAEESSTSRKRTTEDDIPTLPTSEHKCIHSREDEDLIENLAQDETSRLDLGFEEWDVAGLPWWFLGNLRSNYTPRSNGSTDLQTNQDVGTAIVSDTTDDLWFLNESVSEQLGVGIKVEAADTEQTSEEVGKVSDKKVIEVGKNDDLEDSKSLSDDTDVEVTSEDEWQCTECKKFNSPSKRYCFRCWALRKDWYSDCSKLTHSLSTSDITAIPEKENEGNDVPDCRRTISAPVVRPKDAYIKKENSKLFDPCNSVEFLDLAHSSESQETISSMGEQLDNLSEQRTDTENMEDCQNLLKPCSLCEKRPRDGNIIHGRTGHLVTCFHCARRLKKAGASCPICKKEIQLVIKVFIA
Target sequence (Q00987 whole entry, looked up): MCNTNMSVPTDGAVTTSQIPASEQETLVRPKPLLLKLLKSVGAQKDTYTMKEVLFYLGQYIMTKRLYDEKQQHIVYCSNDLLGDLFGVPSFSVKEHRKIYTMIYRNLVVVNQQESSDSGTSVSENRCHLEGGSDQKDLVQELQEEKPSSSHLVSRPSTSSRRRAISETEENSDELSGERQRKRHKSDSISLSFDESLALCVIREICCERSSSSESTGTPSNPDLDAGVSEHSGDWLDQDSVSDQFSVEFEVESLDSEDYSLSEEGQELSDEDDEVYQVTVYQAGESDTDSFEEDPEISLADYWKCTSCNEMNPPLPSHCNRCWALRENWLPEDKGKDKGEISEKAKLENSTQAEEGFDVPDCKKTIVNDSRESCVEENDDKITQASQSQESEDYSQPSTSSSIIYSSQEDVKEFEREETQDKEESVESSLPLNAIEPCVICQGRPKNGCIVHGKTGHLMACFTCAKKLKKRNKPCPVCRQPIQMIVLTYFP
TIM10 inh: TIM10 yeast growth inhibition; inhibition, % at 10 µM; S. cerevisiae TIM10 strain growth, BacTiter-Glo luminescence, 24 h; 330,000 compounds, 1.4% hits;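 active = inhibition of 40% or more at the single tested concentration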;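 also: wild-type TIM10 isogenic control strain grown at permissive 25 °C; 0% = DMSO yeast wells and 100% = minimal medium wells without yeast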
Starred values were filed as active, the others as inactive.

SMILES	APJ ag	CXCR6 inh	APJ antagonist	UPR CHOP act	tim10-1 inh	XBP1 UPR activ	tim23-1 inh	Mdm2-MdmX inh	TIM10 inh
COc1ccc(N(CC(=O)Nc2cc(OC)cc(OC)c2)S(=O)(=O)c2c(C)n[nH]c2C)cc1	-1	-7	-6	-1.3	-1	-3	0	11	9
Cc1cccc(OCCNC(=O)c2ncn[nH]2)c1	0	3	11	-0.9	5	1	-4	0	3
COc1ccc(C)cc1N(CC(=O)NC1CCCC1)C(=O)CCC(=O)Nc1cc(C)on1	6	-10	16	-0.3	14	-2	16	-16	18
CN(CC(=O)Nc1cccc(F)c1)C(=O)C1CSC2(C)CCC(=O)N12 (stereo not drawn)	2	-13	-8	0.8	3	3	-1	17	12
O=C(c1ccco1)N1CCN(Cc2cccc3ccccc23)CC1	-4	-2	4	0.0	9	-3	9	14	-8
O=C(Nc1ccc2[nH]c(=O)[nH]c2c1)c1ccc(Br)o1	-3	-5	4	4.7	2	-2	9	15	7
CCCNC(=O)Nc1cc(S(=O)(=O)CC)ccc1O	-3	1	-12	1.8	-2	3	6	-13	8
Nc1ccc(Oc2ncccn2)c(Cl)c1	0	-4	4	0.8	5	4	2	-5	8
Cc1ccc(-c2nc(CN(Cc3cnn(C)c3)C(C)C)c(C)o2)o1	-2	3	2	-0.4	0	-4	13	10	-3
Cc1ccc2cc(CN(CCCN3CCOCC3)C(c3nnnn3Cc3ccco3)C(C)C)c(=O)[nH]c2c1C (stereo not drawn)	-3	3	-11	-1.2	6	1	8	26	8
O=C(NC(Cc1c[nH]c2ccccc12)c1nnc2n1CCCCC2)c1ccccc1 (stereo not drawn)	-2	-4	-10	-1.6	4	0	14	5	-15
COc1ccc(/C=N/N2CCN(c3ccncc3S(=O)(=O)N3CCCCC3)CC2)cc1	0	6	3	0.7	22	-4	22	15	14

Compound profiles (already shown).
Results for `COc1ccc(N(CC(=O)Nc2cc(OC)cc(OC)c2)S(=O)(=O)c2c(C)n[nH]c2C)cc1` → APJ ag: -1; CXCR6 inh: -7; APJ antagonist: -6; UPR CHOP act: -1.3; tim10-1 inh: -1; XBP1 UPR activ: -3; tim23-1 inh: 0; Mdm2-MdmX inh: 11; TIM10 inh: 9
Results for `CCCNC(=O)Nc1cc(S(=O)(=O)CC)ccc1O` → APJ ag: -3; CXCR6 inh: 1; APJ antagonist: -12; UPR CHOP act: 1.8; tim10-1 inh: -2; XBP1 UPR activ: 3; tim23-1 inh: 6; Mdm2-MdmX inh: -13; TIM10 inh: 8

Continued.
SMILES	APJ ag	CXCR6 inh	APJ antagonist	UPR CHOP act	tim10-1 inh	XBP1 UPR activ	tim23-1 inh	Mdm2-MdmX inh	TIM10 inh
O=C(NC1CCCC1)C(c1ccccc1)N(C(=O)c1ccco1)C1CCCC1 (stereo not drawn)	-7	6	11	-1.0	-2	-1	-68	25	-36
CCCCCCc1ccc(N2C[C@H](CCCCC)[C@@H](CC(=O)NCc3ccccc3)C2=O)cc1	-4	-3	12	0.8	-13	4	-13	29	2
Nc1nc(SCc2nc(-c3ccccc3)no2)[nH]c(=O)c1-c1ccccc1	-3	5	-18	1.0	16	1	20	-15	23
CC(=O)OC(C)(C)C1Cc2cc3ccc(=O)oc3cc2O1 (stereo not drawn)	-1	-14	-4	1.5	19	-8	5	-33	-9
CN(C)c1ccc(CN2CCCC(O)C2)cc1 (stereo not drawn)	-4	-1	22	-1.8	5	5	5	3	-7
CCN(CC)CCN(C(=O)Cn1nnc(-c2ccc(C)o2)n1)C(C(=O)NC(C)(C)C)c1cccs1 (stereo not drawn)	-2	-1	21	-2.2	9	-2	4	10	5
Cc1cc(/C=N/NC(=O)c2cccs2)c(C)n1-c1ccccc1	-6	-2	-2	-2.9	-31	-4	15	93*	-20
COc1cc(NC(=O)c2ccco2)c(C(=O)OCC(=O)Nc2ncc(Cl)cc2Cl)cc1OC	-3	3	-9	-1.0	-10	1	-29	-22	-12
CN(C)S(=O)(=O)N1CCC(Cc2ccccc2)CC1	12	-1	-13	0.6	22	0	11	6	-15
Cc1ccccc1C(=O)NCCNC(=O)c1cnccn1	2	-7	11	1.8	-18	-3	-4	3	-7
COCc1cc(=O)[nH]c(SCCS(=O)(=O)c2ccc(C)cc2)n1	5	9	-18	0.3	20	1	9	-36	16
CCC(Sc1nc2ccccc2c(=O)n1CCN1CCOCC1)C(=O)NCc1cccnc1 (stereo not drawn)	-1	-11	-17	0.8	10	-1	3	-36	-14
COc1cc(C(=O)N2CCN(c3ccccc3)CC2)c([N+](=O)[O-])cc1OC	-3	0	-10	-2.4	13	-2	9	1	3
O=C(CN1C(=O)NC2(CCCCCC2)C1=O)c1ccccc1	5	-3	-2	1.2	-22	-5	-7	10	-7
Cc1ccc2c(c1)N(CC(=O)N1CCCC(C)C1)C(=O)CO2 (stereo not drawn)	-4	11	-7	0.6	20	0	17	21	-7
Nc1cccc2c(=O)c3ccccc3[nH]c12	4	-1	-43	-0.4	-25	-3	31	9	19
CCCc1cc(=O)oc2cc(O[C@@H]3O[C@H](CO)[C@@H](O)[C@H](O)[C@H]3O)ccc12	-4	-2	-4	-0.9	-8	4	12	-10	14
COC(=O)c1sccc1NC(=O)C12CC3CC(CC(C3)C1)C2	-7	12	7	-0.9	12	-2	0	-1	0
Cc1ccc([N+](=O)[O-])c(OCCN2CCC(Cc3ccccc3)CC2)c1	-2	0	6	-0.2	-2	-3	-247	32	-3
CCOC(=O)Cc1csc(NC(=O)CC)n1	-1	-4	0	-0.1	19	-3	10	17	16
CCOC(=O)CC(=O)CSc1nc2c(cc1C#N)CCCCC2	-2	-4	-6	7.1	22	3	14	-76	2
Cn1c(=O)cc(OCC(=O)NCCCN2CCN(c3cccc(Cl)c3)CC2)c2ccccc21	-1	5	-4	0.2	-1	-3	7	30	6
CCCCN1CC(O)=C(c2nc3ccccc3s2)C1=N	-3	-8	-13	6.6	-6	2	22	-62	25
Cc1ccccc1-n1nnnc1SCCCC(=O)c1ccc(F)cc1	-3	4	12	0.4	16	-1	16	-25	21
Cc1csc(NC(=O)c2cccnc2)n1	-3	7	15	0.4	4	-5	6	21	-8
Cc1ccc(NC(=O)COC(=O)C2CCC2)cc1S(=O)(=O)N1CCOCC1	0	-12	11	-0.1	7	-2	10	-20	-4
COC(=O)c1ccc(CNC(=O)Cn2cnc3c(OCc4ccccc4)ncnc32)cc1	-4	-1	-6	1.6	0	-1	8	42	-2
CCOC(=O)CN(C(=O)COc1ccc2c(C)cc(=O)oc2c1)c1ccc(OCC)cc1	-2	0	-5	-1.0	18	-1	-3	12	10
COc1ccc(NC(=O)c2oc3ccccc3c2NC(=O)COc2ccccc2OC)c(OC)c1	-3	-2	-6	1.7	-2	0	-3	70*	-6
Cc1cc(C)cc(NC(=O)C(c2ccccc2)N2CCCC2)c1 (stereo not drawn)	-1	10	4	1.5	9	0	4	6	6
Cn1c(N)c(C(=O)c2cc(-c3ccccc3)nc3ccccc23)c(=O)n(C)c1=O	-3	11	-14	3.3	13	3	6	-27	1
COc1ccc(Br)cc1/C=N/n1c(-c2ccccc2)n[nH]c1=S	-1	4	6	-2.3	11	-1	7	-15	-11
CC1(C(=O)N2CCC(CC3CC(c4cccc(Br)c4)=NO3)(C(=O)NCC3CCCCC3)CC2)CC1 (stereo not drawn)	1	12	1	-2.8	20	1	16	-5	9
C[C@@H]1COC(=O)[C@@H](Cc2ccc(F)cc2)C/C=C\C[C@H](CC(=O)N(CCO)Cc2ccccc2)C(=O)N1	-1	-6	-8	-0.6	0	-4	10	7	14
C/C(N)=C(/C#N)C(=O)COC(=O)Cc1coc2ccc3ccccc3c12	2	-1	-6	-2.1	-1	-1	3	17	10
N#Cc1c(F)cccc1NCc1cccnc1	-2	-5	4	0.6	13	-1	9	0	-25
COc1ccccc1CNC(=O)CCCN1C(=O)COc2ccc(C)cc21	-3	5	23	0.0	22	0	8	-5	21
CC(C)CNS(=O)(=O)c1ccc(CCC(=O)Nc2ccc3c(c2)OCO3)cc1	0	-11	0	0.1	3	-1	7	3	4
Cc1ccc(S(=O)(=O)/C(C#N)=C/c2c(N3CCCCC3)nc3ccccn3c2=O)cc1	2	18	7	3.2	29	-1	36	23	6
CC(C)C(=O)Nc1nnn(C)n1	-3	0	14	-3.0	-3	-1	2	10	6
Fc1ccc(Nc2ncnc3sc4c(c23)CCC4)cc1F	0	3	10	-0.1	14	-3	32	32	7
CC(C(=O)OCC(=O)c1ccc([N+](=O)[O-])cc1)N1C(=O)C2C3CCC(C3)C2C1=O (stereo not drawn)	2	-7	-22	1.2	3	-3	6	16	-4
CC(=O)Nc1ccc(Oc2ccc3c(c2)C(=O)NC3=O)cc1	-4	6	-18	1.9	-16	-4	-1	-13	-6
Cc1ccc(CN(Cc2ccco2)C(=S)NCC(=O)NCc2cccnc2)cc1	-5	-3	7	-2.3	34	0	21	13	-6
CN(C)C(/C=C/Nc1ccc(O)cc1)=C(C#N)C#N	-2	-10	-4	-0.5	5	-3	8	-9	-14
CCOC(=O)c1[nH]c(Cc2[nH]c(C(=O)OCC)c(C)c2CCC(=O)OC)c(CCC(=O)OC)c1C	-4	4	-4	-1.1	22	-1	27	0	11
Cc1cc(S(=O)(=O)Nc2nc(CN3CCOCC3)nc3sc4c(c23)CCC4)cc(C)c1C	3	3	12	0.1	14	-1	23	13	11
CCOc1ccc(NC(=O)CN(C)C(=O)COc2cccc3c2OC(C)(C)C3)cc1OCC	-4	-5	2	-0.4	2	-1	11	30	4
CCN1CCN(Cc2ccc(NC(=O)c3ccc(C)c(NC(=O)c4ccnnc4)c3)cc2C(F)(F)F)CC1	-1	-3	14	0.5	-7	-2	14	33	-3
O=C(CSc1nnc(Cc2ccccc2)o1)NCCc1ccccc1	-2	-2	0	-1.1	19	-3	22	-9	22
COc1ccc(S(=O)(=O)N2CCN(CCOc3ccc(Br)cc3)CC2)cc1OC	-1	-1	12	-3.5	20	-4	32	8	13
O=C(Cc1cccs1)Nc1ccccc1C(=O)O	2	-5	8	-2.0	-1	0	-4	-14	7
CCSC1=NCCN1S(=O)(=O)c1ccc(NC(C)=O)cc1	-3	-22	6	-1.3	11	1	15	2	-15
Cc1cc(C(=O)COC(=O)c2csc3c2CCCC3)c(C)n1C	0	3	-1	1.3	-10	3	12	12	2
CCOC(=O)CSc1ncnc2c1cnn2-c1ccccc1	2	-2	5	1.5	7	4	21	-27	-4
CC(C)CNC(=O)C(=O)NCCC1CCCCN1S(=O)(=O)c1cccs1 (stereo not drawn)	5	-11	-31	-1.2	-6	0	2	17	-16
CC1CCN(CC(=O)Nc2sc3c(c2C#N)CCC3)CC1	-4	-5	-12	1.4	9	2	22	-15	-17
CCC(CC)C(=O)Nc1cccc(/C(C)=N/NC(=O)c2ccccc2Cl)c1	2	-1	31	-1.9	21	-2	17	16	3
CN1C(=O)/C(=C2\SC(=S)N(NC(=O)c3cccnc3)C2=O)c2ccccc21	2	-14	-9	0.9	-1	-6	9	12	-2
Cc1ccc(NC(=O)c2oc3ccccc3c2NC(=O)C2CCCO2)cc1C (stereo not drawn)	1	-3	7	4.1	29	3	13	-178	6

Not all compounds are listed, so the mix of outcomes need not match the whole.
